Screening results from PubChem BioAssay.
LMNA splice mod: LMNA splicing modulation; Potency, µM (highest dose often 46.1 µM), inactives show top-dose ratio change, negative = inhibition, actives largely listed as inhibitors; 0.01% of 200,000 active; HeLa LMNA splicing GFP/RFP minigene ratio, 48 h; active = well fitted inhibition curve with a large enough effect in the signal ratio, with a control signal flat, not every such curve was filed as active; inconclusive = small, poorly fitted or top-dose-only effect, or effect the other way, or a change in a side signal; the % refers to the signal ratio; note: potency is the fitted concentration of half-maximal effect; % is set by controls: 0 for no effect and ±100 for the full control effect
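S3 HeLa stable clones carrying a lamin A-EGFP splicing minigene plus DsRed2 were seeded at 600 cells/well in Opti-MEM with 2% FBS, pin-dosed and incubated 48 h at 37°C. Acumen cytometry (488 nm) gave the GFP/RFP total-intensity ratio.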
HTT aggregate: inhibitors of mutant huntingtin aggregate formation in PC12 cells; Potency, µM (highest dose often 46.1 µM), for the others: at the highest dose activity change, negative = inhibition, hits mostly inhibitors; PC12 HttQ103-GFP aggregates, Acumen cytometry, 40 h; 1.1% of 220,000 active; AID 1688; note: potency is the fitted concentration of half-maximal effect; % is set by controls: 0 for no effect and ±100 for the full control effect; nearly all actives have a fitted effect of over 60% in size
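Aggregate formation scored by laser-scanning cytometer (488 excitation, 500–530 emission) in lysed PC12 cells expressing Q103-GFP after 100 nM tebufenozide induction; library tested in dose series, with ATPLite reagent added in the multiplex.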
CBFb-RUNX1 inh: CBF-beta/RUNX1 interaction disruption. Q01196+Q13951. AlphaScreen CBFb-His/RUNX1-biotin binding, biochemical. Potency, µM (top dose mostly 59.8 µM), inactives show at the highest dose activity, negative = inhibition, usual class: inhibitors. 230,000 tested, under 10 active; note: % of control where 0% means no effect
Target sequence (Q01196 whole entry, looked up): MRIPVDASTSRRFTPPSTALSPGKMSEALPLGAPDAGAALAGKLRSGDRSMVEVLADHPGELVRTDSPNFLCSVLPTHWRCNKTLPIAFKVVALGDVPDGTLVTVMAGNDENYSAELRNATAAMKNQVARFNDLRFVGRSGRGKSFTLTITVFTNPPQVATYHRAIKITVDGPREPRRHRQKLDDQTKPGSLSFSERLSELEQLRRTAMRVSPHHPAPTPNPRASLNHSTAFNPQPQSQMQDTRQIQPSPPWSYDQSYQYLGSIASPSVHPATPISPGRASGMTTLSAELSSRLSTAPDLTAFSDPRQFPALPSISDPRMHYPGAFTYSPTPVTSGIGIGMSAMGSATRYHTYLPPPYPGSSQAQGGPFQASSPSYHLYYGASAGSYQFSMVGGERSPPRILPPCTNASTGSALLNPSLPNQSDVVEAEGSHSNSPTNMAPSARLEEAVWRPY
Target sequence (Q13951 whole entry, looked up): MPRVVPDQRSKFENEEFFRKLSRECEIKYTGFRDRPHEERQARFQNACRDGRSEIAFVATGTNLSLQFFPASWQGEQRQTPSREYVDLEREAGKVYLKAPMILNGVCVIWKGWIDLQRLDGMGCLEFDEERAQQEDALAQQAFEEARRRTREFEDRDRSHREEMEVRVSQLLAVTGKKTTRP
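AlphaScreen binding: CBFb-His and RUNX1-biotin (30 nM each) preincubated 20 min, compound added for 15 min, then nickel and streptavidin beads for 90 min, all at room temperature. Disruption of the interaction by any mechanism counts as activity.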
HTT cytoprotect: cytoprotection in Huntington HTT-Q103 PC12 cell model | AID 1471 | Potency, µM (highest dose often 56.4 µM), for the others: cytoprotection (ATP increase), usual class: activators | PC12 HTT-Q103 induced, cytoprotection, ATP luminescence, 40 h | 0.14% of 230,000 active;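 note: potency is the fitted concentration of half-maximal effect; % of control where 0% means no effect; nearly all actives have a fitted effect of over 45% in size; toxic huntingtin expression switched on by the ecdysone agonist tebufenozide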
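Readout: ATPlite luminescence (ATP level). Model: stable PC12, inducible Htt exon1 Q103-GFP. Inducer: tebufenozide, 100 nM final. Compounds: dose series. No G418 in medium.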
GAA glycogen: inhibitors or activators of human alpha-glucosidase glycogen cleavage | P10253 | Potency, µM (top dose mostly 76.4 µM), inactives show at the top dose activity change, negative = inhibition, hits mostly inhibitors | 0.38% of 300,000 active | recombinant GAA, glycogen substrate, Amplex Red glucose oxidase fluorescence;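 note: potency is the fitted concentration of half-maximal effect; 0% = full enzyme reaction and -100% = no-enzyme basal signal; the screen sought inhibitors and activators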
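Recombinant human enzyme (4 nM); glycogen substrate; 37 C, 40 min, pH 5.0. Readout: coupled glucose oxidase/Amplex Red fluorescence.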
GAA spleen mod: inhibitors or activators of human alpha-glucosidase in spleen homogenate; P10253; human spleen homogenate, 4-MU-alpha-glucoside fluorescence; Potency, µM (titrated, usually from 79.9 µM), for the others: at the highest dose activity change, negative = inhibition, usual class: inhibitors; 0.006% of 240,000 active;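 note: potency is the fitted concentration of half-maximal effect; 0% = enzyme with vehicle and -100% = no enzyme basal signal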
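Compounds were titrated against alpha-glucosidase in spleen homogenate at pH 5.0, with 1 mM 4-methylumbelliferyl substrate for 40 min at 37 C. Reactions were quenched with pH 10 NaOH/glycine and fluorescence measured.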
GAA inhib: alpha-glucosidase (human) inhibition; purified human GAA, 4-MU-alpha-glucoside fluorescence; Potency, µM (highest dose often 76.9 µM), inactives show at the top dose activity change, negative = inhibition, most hits filed as inhibitors; P10253; AID 1466; 0.005% of 200,000 active;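 note: potency is the fitted concentration of half-maximal effect; plate controls were uninhibited enzyme wells for no effect and no-enzyme background for full effect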
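Read-out is 4-methylumbelliferone fluorescence (Ex 365/Em 440 nm) after NaOH/glycine stop at pH 10. Enzyme 4 nM, substrate 400 uM, pH 5.0 citrate buffer, 20 min room temperature; AC50 from Hill-equation concentration-response.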
* hit, by the source's call; ? = inconclusive; nt = no result given; & = joins results of further samples; [ ] = another dose, or the depositor's remark. Unless noted, calls come from the whole dose curve; as a rule, active = well fitted curve in the direction sought with a large enough effect; inconclusive = small, poorly fitted or top-dose-only effect, or another doubt; inactive = no such curve, though single readings can be large; an effect the other way counts as inactive or inconclusive.

SMILES | LMNA splice mod | HTT aggregate | CBFb-RUNX1 inh | HTT cytoprotect | GAA glycogen | GAA spleen mod | GAA inhib
COc1ccc(C(=O)Nn2c(C3CCC3)nc3ccccc3c2=O)c(OC)c1 | -16% | -18% | 0% | -8%[10 µM] | 8% | 1% | -5%
COC(=O)CCCC(=O)Nc1ccc(Br)cc1 | -8% | -28% | 12% | nt | 4% | 5% | -5%
COc1ccc(C(=O)Nc2cc(C)c3c(=O)oc4ccccc4c3n2)cc1 | -16% | -11% | 8% | -5%[10 µM] | 4% | -3% | 2%
CCOC(=O)N1CCN(C(=O)CCSc2ccccc2)CC1 | 9% | 9% | 4% | -8% | -17% | 3% | 0%
CN(C)/C=N/C(=S)Nc1ccc(Cl)cc1 | -9%[46 µM] | 14%[9.22 µM] | -3% | -28% | -24% | -11% | 12%
COC(=O)c1[nH]c2ccccc2c1NC(=O)CNC1CCCCC1 | -20% | -23% | -1% | -22%[0.074 µM] | -15% | -7% | -1%
COc1cc(C(=O)OCC(=O)NC2CCCC2)cc(NC(=O)c2ccco2)c1OC | -3% | 9% | 4% | -7% | -2% | -1% | 2%
Cc1occc1C(=O)NCc1ccco1 | -6% | -7% | -15% | -10%[10 µM] | -20% | -1% | 0%
CCCn1c(Sc2nc3c(c(=O)[nH]c(=O)n3C)n2CCC)nc2c1c(=O)[nH]c(=O)n2C | 6% | 0% | -13% | 18% | -7% | -13% | 6%
C[N+](C)(C)CC(O)CC(=O)O (stereo not drawn) | ? | 17% | 17% | -25% | nt | -6% | nt
CC(C)=CCN1CCN(CC#Cc2ccccc2)CC1CCO (stereo not drawn) | nt | -6%[9.22 µM] | 4% | 0%[10 µM] | -2% | 2% | -4%
C[C@@H]1C[C@](C)(C(=O)c2ccco2)C=C1c1ccco1 | nt | nt | -13% | -44%[inhibitor] | nt | 5% | nt
O=C(Nc1ccc(S(=O)(=O)NCc2ccccc2)cc1)c1ccc(Br)o1 | ? | ? | -1% | 20%[10 µM] | -2% | -1% | 1%
CCC(=O)N1N=C(c2ccc(C)o2)CC1c1ccc(N(C)C)cc1 (stereo not drawn) | -1%[46 µM] | -2% | -9% | nt | ? | -9% | 2%
CC(=O)Nc1nonc1NC(=O)CSC1=NCCS1 | -8% | ? | 6% | 7% | ? | 4% | -7%
O=C(Nc1ccccc1Cl)Nc1cccnc1Cl | nt | ? | 2% | -6% | -3% | -4% | -11%
O=C(NCc1ccco1)C1CCN(S(=O)(=O)N2CCOCC2)CC1 | 5% | 10% | 1% | 13% | 3% | -4% | 6%
O=C(CSc1nc2ccccc2s1)N1CCOCC1 | -9% | -17% | 14% | 6%[10 µM] | -1% | -8% | 4%
CC(=O)NS(=O)(=O)c1cccnc1Nc1ccc(Cl)cc1 | 0% | -7% | 1% | -8% | 0% | -7% | -2%
CCC(C)c1ccccc1NC(=O)c1cc2cccc([N+](=O)[O-])c2[nH]1 (stereo not drawn) | nt | -5%[9.22 µM] | 10% | -10%[10 µM] | -4% | 1% | nt
C[C@@]12CCC=C[C@H]1[C@H](c1ccoc1)N(Cc1ccccc1)C2=O | nt | -24%[9.22 µM] | -2% | 3%[10 µM] | 7% | -3% | nt
O=C(CSc1nnc(CNC(=O)c2ccccc2F)o1)Nc1ccc2c(c1)OCCO2 | 3% | 4% | -1% | -5% | -1% | -5% | 1%
C#CCN(C#N)c1nc(NCC)nc(NC(C)C)n1 | 12% | ? | 17% | -14%[0.074 µM] | 2% | -11% | 2%
CC/C(C)=N/Nc1ccc(S(=O)(=O)N2CCCC2)cc1[N+](=O)[O-] | 2% | -7% | ? | 15%[0.074 µM] | 0% | -3% | -4%
Cn1c(SCC(=O)N2CCc3ccccc32)nnc1C1CC1 | -2% | 3% | -2% | -5% | -3% | -3% | 4%
CC(Cc1c[nH]c2ccccc12)NC(=O)OCCCl (stereo not drawn) | -13%[46 µM] | -7% | 4% | -3% | 0% | 2% | 1%
O=C(CSCc1cnn(-c2ccccc2)c1-n1cccc1)NCCN1CCOCC1 | 8% | -13% | -4% | -10% | -1% | -9% | -1%
Cc1ccc(S(=O)(=O)Nc2ccc(C(N)=O)cc2)cc1[N+](=O)[O-] | 6%[46 µM] | 5%[9.22 µM] | -2% | -1%[10 µM] | -8% | 2% | -2%
COC(=O)c1ccc([C@@H](O)[C@H](C)C(=O)CC(=O)OC(C)(C)C)cc1 | nt | nt | 3% | nt | -9%[76.3 µM] | -10% | nt
FC(F)(F)c1ccccc1-c1cncnc1NCCN1CCOCC1 | ? | nt | nt | -44%[inhibitor] | nt | 7% | nt
Cc1ccc(NC(=O)c2ccccc2O)cc1 | ? | ? | 8% | -12%[10 µM] | 0% | -2% | 2%
CCN(c1ccc(N=Cc2c(O)n(Cc3ccc(OC)cc3)c(=O)c3ccccc23)cc1)C(C)C | nt | -16% | ? | -21% | 1% | nt | -13%
OC[C@H]1O[C@@H](n2cnc3cncnc32)[C@H](O)[C@@H]1O | ? | nt | -1% | nt | nt | 6%&-4% | nt
O=C(CCn1c2c(c3ccccc31)CCCC2)NNC(=O)c1ccc(Cl)c([N+](=O)[O-])c1 | -12% | -17% | -6% | -1%[10 µM] | 14% | -3% | 0%
Cc1ccc(N(CC(=O)O)S(=O)(=O)c2cccc3nonc23)cc1 | -5% | 5% | 1% | 13% | 6% | -2% | 11%
CCCN1C(=O)C(NS(=O)(=O)c2ccc(N)cc2)(C(F)(F)F)C(C(=O)OC)=C1C (stereo not drawn) | -7% | 7% | 5% | 15% | 6% | -7% | -3%
Cc1nc2ccc(NC(=O)Cn3cnc4c3c(=O)n(C)c(=O)n4C)cc2s1 | -2% | -18% | 8% | -9%[10 µM] | -1% | 2% | 3%
CC(C)CN(C(=O)c1cc2ccccc2o1)c1c(N)n(CC(C)C)c(=O)[nH]c1=O | -15% | 2% | -1% | -27%[10 µM] | 1% | -4% | -7%
COc1ccc(S(=O)(=O)NCCCN2CCOCC2)c2ccccc12 | -9% | -11% | 15% | -2%[10 µM] | 6% | 2% | -11%
O=S(=O)(c1ccccc1F)N1CCN(Cc2nc3ccccc3[nH]2)CC1 | 5% | -3% | -3% | 12% | -8% | -4% | -15%
COc1ccc(S(=O)(=O)NCCC(=O)NCc2ccccc2)cc1 | 1% | -20% | 5% | 9% | 5% | -6% | -2%
CC1CC(=O)Nc2ccccc2N1S(=O)(=O)c1ccc(F)cc1F (stereo not drawn) | nt | -7%[9.22 µM] | 7% | 11%[10 µM] | -8% | 0% | nt
CC(=O)N(C(C)=O)c1nc(-c2ccccc2)cn1/N=C/c1cccc([N+](=O)[O-])c1 | nt | -11%[9.22 µM] | 0% | -31%[10 µM] | 4% | -6% | nt
COCCNc1nc(SCC(=O)N2CCN(c3ccccc3OC)CC2)nc2ccccc12 | ? | -13% | 0% | -21% | 5% | -24% | -1%
O=S(=O)(Cc1ccccc1)NCc1cccnc1 | -2% | -8% | 7% | 12%[10 µM] | -6% | 4% | -14%

Part of the list above, tab-delimited:
Molecule	LMNA splice mod	HTT aggregate	CBFb-RUNX1 inh	HTT cytoprotect	GAA glycogen	GAA spleen mod	GAA inhib
Cc1ccc(N(CC(=O)O)S(=O)(=O)c2cccc3nonc23)cc1	-5%	5%	1%	13%	6%	-2%	11%
Cc1nc2ccc(NC(=O)Cn3cnc4c3c(=O)n(C)c(=O)n4C)cc2s1	-2%	-18%	8%	-9%[10 µM]	-1%	2%	3%
COc1ccc(S(=O)(=O)NCCC(=O)NCc2ccccc2)cc1	1%	-20%	5%	9%	5%	-6%	-2%
CC(=O)N(C(C)=O)c1nc(-c2ccccc2)cn1/N=C/c1cccc([N+](=O)[O-])c1	nt	-11%[9.22 µM]	0%	-31%[10 µM]	4%	-6%	nt
OC[C@H]1O[C@@H](n2cnc3cncnc32)[C@H](O)[C@@H]1O	?	nt	-1%	nt	nt	6%&-4%	nt

Further compounds:
SMILES | LMNA splice mod | HTT aggregate | CBFb-RUNX1 inh | HTT cytoprotect | GAA glycogen | GAA spleen mod | GAA inhib
CC(C)(C)NC(=O)Nc1ccc2nccnc2c1 | 10% | -26% | 6% | -26% | 11% | -3% | ?
CCC1SC2=NC(C)=C(C(=O)OCCOC)C(c3ccc(C(=O)OC)cc3)N2C1=O (stereo not drawn) | 2% | -3% | 3% | -1% | -1% | -13% | 10%
C[C@@H](NCc1cc(Br)cc2[nH]c(=O)c(=O)[nH]c12)P(=O)(O)O | nt | nt | 8%[21.7 µM] | ? | nt | 11% | nt
COc1ccccc1-c1cc(C(=O)NC(C)c2ccccc2)no1 (stereo not drawn) | 8% | 8% | 13% | -29% | -19% | -6% | -1%
COc1ccc(-c2[nH]ncc2CN2CCCN(C(=O)c3ccco3)CC2)cc1F | nt | 7%[9.22 µM] | 2% | 21%[10 µM] | 4% | 0% | nt
CCN(C(=O)CN1C=NS(=O)(=O)c2ccccc21)c1ccccc1 | -14% | -1% | 14% | 3%[10 µM] | 11% | -1% | -3%
O=C(COc1ccc(Cl)cc1Cl)Nc1c(-c2cccs2)nc2ccccn12 | 3% | -18% | -4% | -8%[10 µM] | 11% | -5% | -5%
COc1ccc(C(C#N)=C2C=CC(=NO)C=C2)cc1 | nt | -4%[9.22 µM] | 4% | 12%[10 µM] | ? | -12% | nt
CCN(CC)C(=S)NC(=O)c1cc(OC)c(OC)c(OC)c1 | nt | 20% | 2% | -2% | -18% | -11% | 4%
COc1cc(CN(C2CCCCC2C)S(=O)(=O)c2ccc(S(=O)(=O)NC3CC3)cc2)cc(OC)c1OC (stereo not drawn) | -12% | -13% | 4% | -21%[10 µM] | -5% | -9% | ?
CCn1c(=O)c(=O)[nH]c2cc(C(=O)NC3CCCC3)ccc21 | 22%[46 µM] | 15% | 6% | -35% | 17% | -5% | 12%
NC(=O)CCCc1nc(-c2ccccc2)no1 | nt | -13%[9.22 µM] | 5% | 10%[10 µM] | 5% | -2% | nt
N#C/C(=C\c1ccc[nH]1)C(=O)NC1CC1 | -2% | 11% | 1% | -3% | 4% | -3% | -3%
c1ccc(-n2cnnc2SCc2nc3ccccc3s2)cc1 | -5% | 21% | -7% | -11%[10 µM] | 8% | -2% | -1%
Cc1ccc(S(=O)(=O)N2CCN(C(=O)CCC(=O)NC3CCCc4ccccc43)CC2)cc1 (stereo not drawn) | -7% | -15% | -8% | 21%[10 µM] | -4% | -3% | -20%

Hits appear at their usual frequency. About 1.5% of those tested had a hit in this group.
